SARS 3CLpro inh: SARS-CoV 3CLpro protease inhibition. P0C6X7. recombinant SARS-CoV 3CLpro, quenched FRET peptide cleavage. hit rate 0.14% among 290,000. inhibition, % at 6 µM; in the data active = inhibition above about 12%
SSB-PriA inh: K. pneumoniae PriA-SSBct interaction inhibition. AlphaScreen SSBct-PriA binding, biotinylated peptide. inhibition, % at 33 µM. AID 1272365. hit rate 0.6% among 430,000; in the data active = inhibition mostly above about 37%, no sharp cut-off; inactive = mostly below about 20%;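 also: plate controls were negative control peptide for no effect and reference peptide for full effect; strong numbers were not always called active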
Rv3671c inh: inhibits the M. tuberculosis serine protease Rv3671c | P9WHR9 | inhibition, % at 5.96 µM | hit rate 0.048% among 320,000; in the data active = inhibition above about 38%;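 also: extracellular domain of Rv3671c used as enzyme; 0% = enzyme with DMSO and 100% = no enzyme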
VHR inh abs: inhibitors of human VHR1 phosphatase (DUSP3). hit rate 0.52% among 290,000. inhibition, % at 13.3 µM. AID 1654. recombinant VHR phosphatase, pNPP absorbance; in the data active = inhibition above about 50%; also: some compounds called inactive have numbers as strong as hits
Target sequence (P51452 whole entry, looked up): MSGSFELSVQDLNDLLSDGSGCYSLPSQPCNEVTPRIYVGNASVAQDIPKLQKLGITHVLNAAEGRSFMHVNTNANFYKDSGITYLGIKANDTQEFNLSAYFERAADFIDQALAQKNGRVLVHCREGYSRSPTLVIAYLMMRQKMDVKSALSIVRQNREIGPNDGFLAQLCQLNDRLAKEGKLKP
Mtb UGM inh: inhibitors of M. tuberculosis UDP-galactopyranose mutase; P9WIQ1; purified UGM, fluorescence polarization probe displacement; inhibition, % at 10 µM; hit rate 0.06% among 320,000; in the data active = inhibition above about 10%, passing the limit was not always enough
Target sequence (P9WIQ1 whole entry, looked up): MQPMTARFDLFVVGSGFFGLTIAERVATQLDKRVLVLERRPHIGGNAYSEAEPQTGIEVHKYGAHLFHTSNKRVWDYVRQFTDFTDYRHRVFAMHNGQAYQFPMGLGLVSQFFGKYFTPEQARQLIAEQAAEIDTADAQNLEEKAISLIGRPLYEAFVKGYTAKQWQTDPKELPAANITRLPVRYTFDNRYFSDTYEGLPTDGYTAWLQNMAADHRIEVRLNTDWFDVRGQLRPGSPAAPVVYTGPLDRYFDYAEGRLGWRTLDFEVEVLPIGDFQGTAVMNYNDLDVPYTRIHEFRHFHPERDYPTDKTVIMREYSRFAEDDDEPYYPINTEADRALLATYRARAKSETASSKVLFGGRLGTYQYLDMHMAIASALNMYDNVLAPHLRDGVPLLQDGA
Vc quorum ag: induces V. cholerae light production without autoinducers; V. cholerae BH1578 lux reporter, luminescence, 6 h; activation, % at 18.7 µM; hit rate 0.16% among 350,000; AID 588436; in the data active = activation mostly above about 9.7%, no sharp cut-off; also: not every result past the cut was called active; inactives centre near 0; reference of the scale not given here
MazF activator: increases E. coli MazEF RNase cleavage of RNA | hit rate 0.32% among 350,000 | AID 504720 | activation, % at 20 µM | P0AE70 | FAM/BHQ RNA-DNA oligo cleavage fluorescence, 5 h; in the data active = activation above about 50%
Target sequence (P0AE70 whole entry, looked up): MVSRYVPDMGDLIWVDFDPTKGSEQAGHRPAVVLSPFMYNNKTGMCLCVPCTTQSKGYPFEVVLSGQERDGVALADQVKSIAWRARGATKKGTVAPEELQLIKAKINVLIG
BioA inh: blocks M. tuberculosis BioA enzyme activity; AID 602481; hit rate 0.096% among 360,000; inhibition, % at 9.99 µM; purified M. tuberculosis BioA enzyme, plate reader; in the data active = inhibition above about 40%
GDH-TPI counter: counter-screen for M. tuberculosis FBA inhibitors: GDH-TPI coupled enzymes; inhibition, % at 4.8 µM; hit rate 1.2% among 360,000; GDH-TPI coupled enzyme counterscreen, NADH absorbance; in the data active = inhibition above about 30%;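 also: 0% = DMSO wells and 100% = wells lacking the enzyme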
FBA Mtb inh: Mtb fructose-bisphosphate aldolase inhibition; P9WQA3; purified M. tuberculosis FBA, fluorescence read-out; inhibition, % at 1 µM; hit rate 2.3% among 360,000; AID 588726; in the data active = inhibition above about 27%;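 also: 0% = vehicle and 100% = reference inhibitor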
The depositor's hits bear a star; i = inactive; nt = not tested or not shown; & = joins results of further samples. This is a subset (hit frequency here may not be typical).

SMILES	SARS 3CLpro inh	SSB-PriA inh	Rv3671c inh	VHR inh abs	Mtb UGM inh	Vc quorum ag	MazF activator	BioA inh	GDH-TPI counter	FBA Mtb inh
CC(Oc1ccc(C#N)cc1)C(=O)NC1CCCC1 (centres undefined)	nt	-13	-1	nt	5.5	-5.5	4	-1.0	3	6
N#Cc1ccccc1S(=O)(=O)N1CCN(Cc2cc3c(cc2Br)OCCO3)CC1	nt	nt	nt	nt	nt	-0.5	-4	0.1	1	-3
CC(C)C(C)NC(=O)CN1C(=O)NC(C)(c2ccc3ccccc3c2)C1=O (centres undefined)	-1	-14	5	10	-0.5	-0.8	2	0.5	4	1
CC(C)OC(=O)CSc1nnc(-c2ccccn2)n1C	-2	-9	-1	19	-0.5	5.9	0	-2.4	1	0
CC(=NNC(=S)N1CCCCC1)c1ccccn1	nt	nt	nt	nt	nt	i	2	nt	5	5
Cc1ccccc1-n1c(C)nc2sccc2c1=O	-2	-10	-2	13	1.8	-0.6	9	0.5	1	1
COc1cc(OC)cc(C(=O)Nc2ccc3c(c2)CCCN3C(=O)c2cccs2)c1	5	10	-4	9	2.4	-0.2	7	-0.3	4	-4
Cc1cccc(NC(=O)CSc2nnc(-c3ccc(S(=O)(=O)N4CCOCC4)cc3)n2C)c1	-1	-4	5	15	0.9	-1.3	10	0.3	10	-1
CCOc1cc(CNCc2ccccc2)ccc1OCC(=O)NC1CCCCC1	0	-3	nt	11	-4.4	1.4	5	1.9	-2	4
CC(=O)Nc1ccc(S(=O)(=O)NCCc2cc3ccc(C)c(C)c3[nH]c2=O)cc1	1	-3	-3	-23	1.0	-0.4	4	-0.7	7	3
COc1cc(NS(=O)(=O)c2ccc(N=Cc3c(C)[nH]n(-c4ccccc4)c3=O)cc2)nc(OC)n1	0	-5	-9	-1	-0.9	-0.6	1	0.6	7	1
O=C(NCC1CCCO1)c1ccccc1NS(=O)(=O)c1ccc(Br)s1 (centres undefined)	nt	-8	nt	nt	nt	-0.8	2	-2.2	-4	4

An excerpt from above, showing only VHR inh abs, Vc quorum ag and BioA inh:
| canonical_smiles | VHR inh abs | Vc quorum ag | BioA inh |
| --- | --- | --- | --- |
| CCOc1cc(CNCc2ccccc2)ccc1OCC(=O)NC1CCCCC1 | 11 | 1.4 | 1.9 |
| CC(=O)Nc1ccc(S(=O)(=O)NCCc2cc3ccc(C)c(C)c3[nH]c2=O)cc1 | -23 | -0.4 | -0.7 |
| COc1cc(NS(=O)(=O)c2ccc(N=Cc3c(C)[nH]n(-c4ccccc4)c3=O)cc2)nc(OC)n1 | -1 | -0.6 | 0.6 |
| O=C(NCC1CCCO1)c1ccccc1NS(=O)(=O)c1ccc(Br)s1 (centres undefined) | nt | -0.8 | -2.2 |

Back to the main list, starting 6 compounds before the break.
SMILES	SARS 3CLpro inh	SSB-PriA inh	Rv3671c inh	VHR inh abs	Mtb UGM inh	Vc quorum ag	MazF activator	BioA inh	GDH-TPI counter	FBA Mtb inh
COc1cc(OC)cc(C(=O)Nc2ccc3c(c2)CCCN3C(=O)c2cccs2)c1	5	10	-4	9	2.4	-0.2	7	-0.3	4	-4
Cc1cccc(NC(=O)CSc2nnc(-c3ccc(S(=O)(=O)N4CCOCC4)cc3)n2C)c1	-1	-4	5	15	0.9	-1.3	10	0.3	10	-1
CCOc1cc(CNCc2ccccc2)ccc1OCC(=O)NC1CCCCC1	0	-3	nt	11	-4.4	1.4	5	1.9	-2	4
CC(=O)Nc1ccc(S(=O)(=O)NCCc2cc3ccc(C)c(C)c3[nH]c2=O)cc1	1	-3	-3	-23	1.0	-0.4	4	-0.7	7	3
COc1cc(NS(=O)(=O)c2ccc(N=Cc3c(C)[nH]n(-c4ccccc4)c3=O)cc2)nc(OC)n1	0	-5	-9	-1	-0.9	-0.6	1	0.6	7	1
O=C(NCC1CCCO1)c1ccccc1NS(=O)(=O)c1ccc(Br)s1 (centres undefined)	nt	-8	nt	nt	nt	-0.8	2	-2.2	-4	4
CCN(CC(=O)Nc1ccccc1C(F)(F)F)C(=O)c1cc(S(=O)(=O)N(C)C)ccc1N1CCCC1	-1	3	-3	10	-0.8	-1.0	-7	0.7	-3	1
Cc1cc2c(ccc3[nH]onc32)n1	-6	5	-10	44	-0.4	4.2	5	-0.6	13	1
N#CCOC(=O)[C@H](Cc1c[nH]c2ccccc12)NS(=O)(=O)c1ccc(Cl)cc1	2	-1	5	2	-0.7	0.1	-4	-0.1	-4	0
CN(C)C(=O)c1cccc(-c2cccc3nccn23)c1	nt	nt	nt	nt	nt	0.6	nt	2.5	7	41*
O=C(CCCc1ccccc1)NCCCN1CCOCC1	2	-7	3	36	1.4	i	13	1.2	-7	-1
Fc1cccc2sc(Nc3nc4cc5c(cc4s3)OCCO5)nc12	5	6&6	11	3	0.6	-0.3	-6	nt	16	39*
CC1CCCC(NC(=O)COC(=O)C2=COCCO2)C1C (centres undefined)	nt	nt	nt	nt	nt	i	-3	-1.0	9	-3
CCOc1ccc(NC(=O)c2ccc(NC(=O)COC(=O)c3ccc(NC(=O)CC#N)cc3)cc2)cc1	nt	-4	-113	nt	3.4	-4.3	-41	0.7	4	0
CCOc1ccc(NCc2cc3cc(OC)ccc3[nH]c2=O)cc1	0	1	-2	10	0.1	-0.7	8	nt	13	10
CSc1nc(Cl)c(Br)c(N2CC2)n1	nt	-2	nt	nt	nt	i	4	7.7	1	-2
COc1ccc2cc(CN(CC3COCCO3)S(=O)(=O)c3ccc(Cl)cc3)c(=O)[nH]c2c1 (centres undefined)	1	-15	-2	18	6.5	i	0	-1.6	23	9
COc1ccc(C2OCC(C)(C)CO2)cc1OC	nt	1	nt	nt	nt	-2.9	9	-0.7	-9	-3
COc1ccc(C(=O)NC(=S)NC2CCSC2=O)cc1 (centres undefined)	-6	10	1	-8	2.8	-0.7	-8	0.7	9	0
CCC(=O)N1CCCC1(C)C(=O)Nc1ccc2nc(C)ccc2c1 (centres undefined)	nt	nt	nt	nt	nt	i	nt	-1.5	0	6
O=C(CN1C(=O)NC2(CCCCCC2)C1=O)Nc1ccc2c(c1)CCC2	7	-6	4	28	1.6	i	2	0.9	4	-1
CCCCN1C(C(=O)Nc2ncccn2)=C(O)c2ccccc2S1(=O)=O	1	-15	8	-15	-6.3	i	2	-3.8	11	8
N#Cc1ccccc1OCCCNC1CCCC1	-2	2	2	9	0.9	-0.2	14	nt	0	1
NC(=O)c1nsc(C(=O)N(CC(=O)NCc2ccc3c(c2)OCO3)C2CCCC2)c1N	1	-1	-2	-2	0.2	4.5	2	-0.4	14	6
Cc1ccc(CNc2ncnc3[nH]ncc23)cc1	nt	-10	nt	nt	nt	i	11	0.8	-2	7
Cc1no[n+]([O-])c1COc1cccc(/C=N/Nc2nncn2N)c1	0	i	-19	-7	-0.4	-0.5	16	nt	-3	-7
S=c1[nH]nc(-c2cccnc2)n1/N=C/c1ccco1	2	nt	-5	-8	-1.8	-0.5	2	nt	-1	-1
CCC(CO)Oc1cc(NC(=O)Cc2ccccc2)c2ncn(C(C)C)c2c1 (centres undefined)	nt	-2	-3	nt	-0.5	i	6	0.4	-3	1
Cc1onc(-c2ccccc2Cl)c1C(=O)Nc1nnc(-c2ccc(Cl)cc2Cl)s1	0	-6	-3	15	-2.0	-0.1	12	0.1	21	62*
Cc1ccc(NC(=O)CCl)c(C)c1	-3	-1	2	-5	-2.2	-0.2	5	nt	3	2
CCn1c2ccccc2c2cc(NC(=O)C/C(C)=N/NC(=O)c3ccccc3N)ccc21	-1	nt	-1	9	2.0	i	1	-1.9	14	18
COc1ccc(CN2CCNC(=O)C2CC(=O)N(C)Cc2ccccn2)cc1OC (centres undefined)	2	-1	-4	38	1.3	-0.3	-10	nt	4	1
CCCn1nc(NC(=O)CC(C)C)c2cc3cccc(C)c3nc21	3	-6	-5	24	0.3	i	-1	-0.2	0	4
CCN(CC)C(=O)C1CCCN(c2ccc([N+](=O)[O-])cc2[N+](=O)[O-])C1 (centres undefined)	-1	10	5	4	-0.4	-0.2	-1	nt	8	-4
O=C(c1cc(-c2cccnc2)nc2ccccc12)N1CCC2(CC1)OCCO2	5	-4	0	23	2.1	-0.4	6	1.4	1	-3
O=C(Nc1ccccn1)c1ccc(S(=O)(=O)c2ccc(Cl)cc2)cc1	4	-10	-8	28	3.3	i	-5	nt	4	1
CC[C@H](C)[C@@H](CNC)NC[C@@H](Cc1ccc(O)cc1)NCC(C)(C)C	8	3	-6	21	2.7	-0.4	6	2.2	15	6
CC(=O)Nc1ccc(NC(=O)c2ccc(-n3c(C)ccc3C)cc2)cc1	4	2	1	4	0.9	i	-2	-1.3	8	0
CC(C(=O)Nc1ccc(S(=O)(=O)N2CCOCC2)cc1)N1CCN(c2ccccn2)CC1 (centres undefined)	0	-9	3	24	-0.3	-1.3	2	nt	8	3
COc1ccc(C(=O)NCCNc2ccc([N+](=O)[O-])cc2)cc1	1	6	6	28	2.7	-0.1	5	nt	3	-4
CCCCN1C2CCCC1CC(NC(=O)c1cccc(OC)c1)C2 (centres undefined)	-3	-15	-7	10	0.3	-1.3	6	-1.5	11	3
COC(=O)c1ccc(COC(=O)CNC(=O)CNC(=O)c2ccc(OC)cc2)cc1	nt	1	3	nt	-1.0	-0.8	6	nt	6	0
CCOc1cc(C2NC(=O)CCC2[N+](=O)[O-])cc(Br)c1OCC (centres undefined)	2	3	-3	nt	1.1	0.6	-20	-1.0	-3	5
